# NOD1 inhibition = inhibition of NOD1-driven NF-kB reporter – cell-based, luminescence, uHTS, primary screen (AID 1578). 1% of 290,000 active. NOD1-driven NF-kB luciferase reporter cells, luminescence; higher % means a stronger effect. one-dose inhibition, % at 4 µM; EC50 in µM for titrated hits; in the data active = inhibition mostly above about 36%, no sharp cut-off; inactive = mostly below about 34%;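 note: HEK-293T reporter cells stimulated with the NOD1 agonist gamma-tri-DAP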
# NOD2 inhibition = inhibition of NOD2-driven NF-kB reporter – cell-based, luminescence, uHTS, HEK293 (AID 1566) | HEK293 NOD2/NF-kB luciferase reporter, luminescence; higher % means a stronger effect | 0.63% of 290,000 active | inhibition, % at 4 µM; hits with a dose series show EC50 in µM; note: many of its hits are not listed in these tables
# KOR beta-arrestin-1 = KOR agonists, beta-arrestin recruitment, primary screen, cell-based, luminescence, uHTS (AID 1777) | KOR beta-arrestin recruitment, luminescence; higher % means a stronger effect | activation, % at 10 µM, or EC50 in µM where a hit was titrated | 0.02% of 280,000 active; in the data active = activation above about 50%, passing the limit was not always enough; note: a part of the inactive calls stands beside numbers as strong as those of hits
# GPR55 LPI antagonism = GPR55 antagonists blocking LPI-driven arrestin recruitment, primary screen, imaging, U2OS, beta-arrestin-GFP, LPI agonist (AID 2013); U2OS GPR55 beta-arrestin-GFP translocation imaging, LPI antagonism; higher % means a stronger effect; inhibition, % at 10 µM, or IC50 in µM where a hit was titrated; 0.13% of 290,000 active;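 active = spots per cell inhibited over 60%, with over 100 cells counted and total cytoplasm intensity under 500,000; inconclusive = wells with under 100 cells, flagged as likely toxic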;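 note: U2OS cells stably carrying GPR55 and arrestin-GFP stimulated by 5 µM LPI near EC80; imaged beta-arrestin-GFP aggregate spots per cell after agonist stimulation; plate controls were LPI-stimulated DMSO wells for no effect and DMSO wells without LPI for full effect; some results filed as inactive read as strong as hits; confirmed hits need IC50 under 10 µM and bright autofluorescent wells are also inconclusive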
# HIV fusion peptide = cell-free HIV fusion peptide-binding blockers – biochemical, uHTS, fluorescence dequenching, primary screen (AID 1986); cell-free peptide binding, fluorescence dequenching, 30 min; higher % means a stronger effect; 0.3% of 290,000 active; inhibition, % at 20 µM; hits with a dose series show IC50 in µM; in the data active = inhibition mostly above about 52%, no sharp cut-off; inactive = mostly below about 76%; note: some results filed as inactive read as strong as hits
# GPR35 arrestin U2OS = GPR35 antagonists blocking zaprinast-driven arrestin recruitment, primary screen, imaging, U2OS, beta-arrestin-GFP, zaprinast agonist (AID 2058); U2OS GPR35 beta-arrestin-GFP translocation imaging, zaprinast antagonism; higher % means a stronger effect; one-dose inhibition, % at 10 µM; IC50 in µM for titrated hits; 0.052% of 290,000 active;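 active = inhibition of at least 50% with at least 30 cells and total cytoplasm GFP at most 10,000,000; inconclusive = under 30 cells or total GFP of 10,000,000 plus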
# KOR beta-arrestin-2 = KOR antagonists, beta-arrestin recruitment, cell-based, luminescence, uHTS (AID 1778); KOR beta-arrestin recruitment, luminescence, antagonist mode; higher % means a stronger effect; 0.091% of 290,000 active; one-dose inhibition, % at 10 µM; IC50 in µM for titrated hits; note: strong numbers were not always called active
# GPR55 beta-arrestin = selective activators of receptor GPR55 – imaging, U2OS cells, beta-arrestin-GFP redistribution, primary screen (AID 1961). U2OS GPR55 beta-arrestin-GFP redistribution imaging; higher % means a stronger effect. one-dose activation, % at 10 µM; EC50 in µM for titrated hits. 0.048% of 290,000 active;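 active = activation above 40% with more than 50 cells counted in the well; inconclusive = wells holding fewer than 50 cells, flagged as toxic or sparse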;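 note: U2OS osteosarcoma cells stably expressing GPR55 and beta-arrestin-GFP; plate controls were DMSO negative control for no effect and LPI positive control for full effect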
# Myeloid diff 2 = myeloid differentiation induction. ER-HoxA9 myeloid progenitors, lysozyme-GFP differentiation, flow cytometry. calls only at 10 µM. 1% of 360,000 active;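 active = normalized GFP-positive differentiation at or above the plate's own cutoff, the solvent-only control mean plus 3 SD; inconclusive = no clear call, values can overlap the other calls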;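 note: cells exposed to compound for four days before flow analysis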
# Myeloid diff 2 GFP+ MAC1+ % = recorded beside Myeloid diff 2, whose call it bears; GFP+ MAC1+ double positive, %; measured here: differentiation confirmed by MAC1 staining
# Numbers without * were called inactive; i = inactive; ? = inconclusive; / = no result given; + = active, no number; [ ] = dose if it differs, or a comment. Cut-off read from the data, not from the text of the source, unless noted: active = inhibition above about 50%; inactive = the rest.
SMILES,NOD1 inhibition,NOD2 inhibition,KOR beta-arrestin-1,GPR55 LPI antagonism,HIV fusion peptide,GPR35 arrestin U2OS,KOR beta-arrestin-2,GPR55 beta-arrestin,Myeloid diff 2,Myeloid diff 2 GFP+ MAC1+ %
CCc1cccc(NC(=O)c2cc(OC)c(OC)c(OC)c2)c1,-42%,3%,0.2%,5%,-0.6%,-1%,21%,-0.2%,i,0.5
c1ccc(-n2nnnc2SCCCSc2nc3ccccc3s2)cc1,3%,14%,1.3%,0%,1.1%,-1%,10%,-0.2%,i,12
CC(C)n1c(N2CCN(C(=O)c3cccs3)CC2)nc2ccccc21,5%,4%,-6.4%,23%,0.4%,4%,11%,0.0%,i,1.1
CN(C1CC(C)(C)N(O)C(C)(C)C1)S(=O)(=O)CC12CCC(CC1=O)C2(C)C (stereo unspecified),-24%,20%,-2.6%,9%,2.4%,-4%,7%,-0.3%,i,0.1
CCN(CC)S(=O)(=O)c1ccc2oc(SCC(=O)NCc3ccccc3)nc2c1,-8%,5%,1.0%,3%,1.5%,-1%,-36%,-0.1%,i,0.5
O=C(CSc1nc2ccccc2s1)N1CCN(C(=O)c2ccco2)CC1,31%,-6%,0.9%,3%,-1.0%,-12%,-16%,0.1%,i,0.9
O=C(Nc1ccc(F)cc1F)c1cc2nc3c(c(C(F)(F)F)n2n1)CCCC3,-24%,8%,-1.0%,-5%,-0.8%,11%,26%,0.1%,i,0.7
Cc1ccc(-c2noc(C3CCN(C(=O)Nc4ccc(C#N)cc4)CC3)n2)o1,21%,16%,-3.8%,16%,3.1%,-4%,-3%,0.3%,i,5.6
CC1Cc2ccccc2N1c1ncnc(N)c1[N+](=O)[O-] (stereo unspecified),96%*,83%*,-3.6%,-6%,0.6%,0%,-28%[20 µM],0.2%,i,0.1
COC(=O)[C@H](CC(C)C)NC(=O)NCc1ccc(Cl)cc1,-2%,7%,5.3%,0%,-0.8%,-3%,15%,-0.1%,i,0.2
O=C(c1c[nH]c2ccc(S(=O)(=O)N3CCOCC3)cc2c1=O)N1CCCC1,-7%,-11%,6.1%,22%,-2.6%,-11%,0%,0.0%,/,/
Cc1ccccc1NC(=O)CCNS(=O)(=O)c1ccc2[nH]c(=O)oc2c1,13%,8%,1.9%,-4%,-2.5%,2%,-48%,-0.2%,i,1.0
O=C(CCC(=O)Nc1ccc(F)cc1)N/N=C/c1ccc(O)cc1O,-20%,-35%,-7.3%,-8%,4.3%,12%,-1%,0.0%,i,0.1
CCC(=O)c1c[nH]c(C(=O)NCCCN2CCOCC2)c1,-21%,9%,1.1%,2%,2.2%,-5%,-2%,-0.2%,i,0.5
O=C(OCc1c(Cl)nc2sccn12)c1cc2c(s1)CCCC2,6%,-11%,-6.7%,8%,-2.3%,-1%,-25%,-0.1%,i,1.2
O=C(COc1ccc(Cl)cc1Cl)Nn1c(=S)[nH]c2ncccc2c1=O,-18%,1%,-1.6%,6%,3.0%,2%,16%,-0.2%,i,0.2
CC1(C)CC(=NOC(=O)c2ccccc2)CC(C)(C)N1O,-20%,4%,0.1%,9%,0.7%,13%,5%,0.7%,i,0.4
COc1ccc(OC)c(NS(=O)(=O)c2ccc(Cl)s2)c1,-35%,-2%,-2.4%,0%,0.0%,-6%,6%,0.3%,i,2.7
O=C(COc1ccccc1)Nc1nc2ccccc2[nH]1,-34%,-21%,-6.6%,-12%,-0.7%,-1%,3%,-0.1%,i,0.6
C=CC(C)(C)c1cc2cc3ccoc3cc2oc1=O,-6%,-5%,-1.2%,-3%,3.1%,15%,-2%,0.6%,i,0.7
Cc1ccc(Cl)cc1N1CCN(S(=O)(=O)N2CCCCC2)CC1,-25%,-40%,0.1%,4%,-0.7%,2%,-14%,0.2%,i,0.3
O=C(CO/N=C\c1ccccc1)Nc1ccccc1C(=O)N1CCOCC1,0%,10%,1.4%,-2%,1.1%,-12%,-4%,-0.3%,i,0.6
COC(=O)c1ccc(C)c(NC(=O)CCNC(=O)c2ccc([N+](=O)[O-])cc2)c1,-26%,10%,2.1%,-5%,-2.1%,-7%,37%,?,i,1.9
COC(=O)c1sc(NC(=S)NC(=O)c2cccc(C)c2)nc1C,-42%,-19%,7.2%,4%,1.9%,0%,6%,-0.4%,i,0.4
COc1cccc(C(=O)Nc2ccc3c(c2)C(=O)N(CCC(=O)O)C3=O)c1,3%,15%,-2.7%,/,0.3%,-6%,30%,-0.1%,i,0.7
CC(C)(C)CC(=O)Nc1cc2c3c(c1)CCN3C(=O)CC2,36%,12%,1.2%,3%,4.3%,-14%,-46%,0.4%,i,0.4
Cc1cccc(NC(=O)c2ccccc2-c2ccccc2)c1,-31%,-16%,-2.4%,-1%,-0.4%,-13%,-24%,-0.1%,i,0.6
COCC(C)n1c(C)cc(C(=O)COC(=O)CN=C2NS(=O)(=O)c3ccccc32)c1C (stereo unspecified),18%,-5%,4.5%,17%,-0.8%,10%,9%,-0.3%,i,0.2
CCOC(=O)C(C)Sc1nnc2c3ccccc3n(C)c2n1 (stereo unspecified),3%,16%,-4.6%,-8%,0.9%,-14%,33%,0.3%,i,0.2
N/C(=N\OC(=O)Cc1ccc(-c2ccccc2)cc1)c1cccc([N+](=O)[O-])c1,9%,9%,-1.8%,2%,-0.9%,8%,21%,-0.1%,i,0.5
Cc1ccc(C2(c3noc(CN(C)CC4COCCO4)n3)CCCC2)cc1 (stereo unspecified),-31%,7%,-1.7%,-1%,-0.1%,14%,-21%,-0.3%,i,0.0
CC(/C=C/c1ccccc1)=N\NC(=O)CNC(=O)c1ccccc1Cl,-5%,3%,3.4%,6%,-2.1%,-10%,5%,0.0%,i,0.4
Cc1c(NC(=O)c2ccc(=O)oc2)c(=O)n(-c2ccccc2)n1C,2%,2%,-4.8%,-4%,-3.4%,-5%,-6%,-0.4%,i,0.7
O=C(CCCCCBr)N1CCC(CC2CC(c3ccc(Cl)cc3)=NO2)(C(=O)NCC2CCCCC2)CC1 (stereo unspecified),8%,1%,-0.1%,2%,-0.1%,1%,16%[20 µM],-0.1%,i,1.0
Cc1ccc2nc(N(CCCN(C)C)C(=O)COc3ccc(Cl)cc3)sc2c1,-21%,1%,1.5%,21%,-1.2%,0%,-20%,0.7%,i,0.4
CCOC(=O)c1c(C)oc2ccc(O)c(CN(C)C)c12,-10%,17%,-5.6%,1%,-1.6%,11%,25%,0.6%,i,1.5
FC(F)(F)c1cc(C(F)(F)F)c2ccc(N/N=C/c3cccc(Cl)c3)nc2n1,48%,10%,5.5%,10%,12%,-6%,-17%,59%*,/,/
Cc1cc(-c2ccc(C)c(S(=O)(=O)NCCCN3CCCCCC3)c2)on1,-2%,14%,8.7%,0%,-1.7%,-22%,12%,-0.2%,i,4.3
CN(C)S(=O)(=O)c1ccc2nnn(OCC(=O)NC34CC5CC(CC(C5)C3)C4)c2c1,-26%,15%,3.3%,17%,-2.3%,-6%,-1%,0.3%,i,0.6
S=c1nc(-c2ccc(Br)cc2)oc2c1CCCC2,-23%,-28%,3.1%,0%,-0.9%,9%,-32%,-0.2%,i,1.5
COc1cc2c(cc1OC)CN(Cc1cccs1)CC2,/,1%,-1.1%,1%,0.3%,-11%,35%,-0.1%,i,0.9
Cc1cccc(NC(=O)CSc2nc(N)cc(N)n2)c1,-14%,11%,-5.9%,4%,0.6%,0%,-46%,-0.2%,i,3.1
Cc1ccc(/C=N/Nc2ccc(F)cc2)s1,-8%,3%,-6.4%,-9%,-3.3%,11%,2%,0.2%,i,1.2
COc1ccc(C2(c3ccc(OC)cc3)NC(=O)N(CC(=O)N(C)c3ccccc3)C2=O)cc1,-9%,7%,5.6%,-14%,-0.5%,7%,-10%,0.0%,i,0.6
COCC(C)NC(=O)c1noc2c1CCc1cc(OC)ccc1-2 (stereo unspecified),-39%,-74%,1.5%,2%,0.9%,-10%,7%,-0.1%,i,5.4
COCC(C)n1c(C)cc(C(=O)COC(=O)c2ccc3ncsc3c2)c1C (stereo unspecified),7%,-1%,11%,-8%,5.0%,-7%,22%,-0.2%,i,0.7
O=C1CSCC(=O)N1Cc1ccc(Cl)cc1Cl,-9%,-27%,1.7%,0%,2.5%,-3%,12%,0.0%,i,1.0
Cc1cc(Br)cc2c(C(=O)NCC3CCCO3)cc(-c3ccccc3)nc12 (stereo unspecified),-106%,25%,5.6%,1%,-1.8%,-15%,-77%,0.8%,i,1.9
CN(Cc1cccs1)C(=O)c1ccc(S(=O)(=O)NCc2ccco2)cc1,-12%,-18%,3.8%,2%,0.8%,4%,-10%,0.3%,i,0.4
COc1c(C)cccc1C(=O)Nc1ccc(CN2CCOCC2)cc1,-37%,-46%,-1.7%,6%,-0.6%,11%,7%,0.1%,i,6.3
CCCn1ncc(CN2CCC(C(=O)Nc3cccc(-c4cccc(F)c4)c3)CC2)c1C,-11%,-16%,13%,3%,-0.6%,6%,-77%,0.2%,+,4.0*
CC1CCCN(C(=O)C2CCN(CC(C)c3ccccc3)CC2)C1 (stereo unspecified),-6%,9%,12%,-2%,-0.6%,3%,49%,0.2%,i,0.9
CCCNC(=S)N1CCC(Cc2ccccc2)CC1,-13%,-11%,0.4%,4%,0.0%,-1%,25%,-0.2%,i,0.5
NNC(=O)COc1ccc(F)cc1,-27%,0%,8.0%,0%,-3.3%,2%,-1%,0.7%,i,1.2
COc1cc(CNCc2ccncc2)cc(OC)c1OC,-22%,9%,3.1%,-1%,-0.2%,-7%,-12%[20 µM],0.0%,i,0.5
CN(CCOC(=O)c1ccco1)Cc1ccccc1,4%,3%,-1.9%,12%,0.5%,21%,-10%,-0.1%,i,1.2
COCCNC(=S)N(CCc1c(C)[nH]c2ccc(F)cc12)Cc1cccs1,-5%,-19%,18%,13%,-1.8%,3%,-2%,0.7%,i,0.3
COC(=O)CCN(C(=O)c1ccc2c(c1)OCO2)c1ccccn1,-19%,-13%,0.4%,15%,0.7%,0%,-7%,0.2%,i,0.6
CN(Cc1ccccc1)C(=S)Nc1ccc(OC(F)F)cc1,6%,0%,3.0%,9%,-2.0%,-10%,-9%,0.6%,i,0.5

# High-throughput results as filed in PubChem BioAssay.

# These rows are one share of the data; the hit share may differ from the screen's.
